IDE inh: cellular human IDE inhibition. HEK cells, FAbetaB cleavage, fluorescence polarization. inhibition, % at 5.59 µM. 0.41% of 320,000 active. AID 434962;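 active means percent inhibition above the average of all tested compounds plus 3 SD, set per screening campaign, cut at about 16% in these data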;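 further: IDE supplied by intact live HEK cells; FP after avidin binding of uncleaved biotin substrate so inhibition keeps polarization high; 0% = DMSO wells and 100% = 60 µM reference IDE inhibitor Ii1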
CHRM4 agonist: agonists of human muscarinic M4 receptor (CHRM4); CHO-K1 hM4/Gqi5, Fluo-8 calcium fluorescence; vehicle 0%, full acetylcholine response 100%; activation, % at 3 µM; 0.14% of 360,000 active;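 active means activation above the run mean over all test wells plus 3 SD, cut at about 32% in these data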;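 further: peak over basal fluorescence ratio per well then scaled between controls; 0% = DMSO wells and 100% = acetylcholine at EC100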
Target sequence (P08173 whole entry, looked up): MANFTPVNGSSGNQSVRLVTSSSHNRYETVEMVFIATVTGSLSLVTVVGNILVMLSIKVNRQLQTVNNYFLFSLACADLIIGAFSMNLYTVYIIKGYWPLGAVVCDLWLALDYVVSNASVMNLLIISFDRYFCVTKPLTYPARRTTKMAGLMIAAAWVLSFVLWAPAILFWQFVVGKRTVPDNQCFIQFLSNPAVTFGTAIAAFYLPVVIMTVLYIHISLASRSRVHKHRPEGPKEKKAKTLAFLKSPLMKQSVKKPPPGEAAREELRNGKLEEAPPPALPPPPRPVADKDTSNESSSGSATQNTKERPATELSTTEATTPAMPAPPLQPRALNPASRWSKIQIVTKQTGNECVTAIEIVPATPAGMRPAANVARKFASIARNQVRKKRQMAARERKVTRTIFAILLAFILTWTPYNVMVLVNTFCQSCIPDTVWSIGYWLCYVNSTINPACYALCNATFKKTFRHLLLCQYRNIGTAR
CRFR2-BP ag: agonists of human CRF-binding protein/CRF-R2 receptor complex; activation, % at 13.2 µM; 0.46% of 350,000 active; AID 588473; HEK293 CRF-R2/CRF-BP, calcium dye fluorescence (FLIPR); percent of saturating CRF peptide response;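 active means activation of at least 50%, plus an integration ratio under a set limit after plate pattern correction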;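 further: plate controls were neutral control wells without compound for no effect and CRF at EC100 for full effect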
CHRM5 PAM: CHRM5 positive allosteric modulation. P08912. CHO-K1 hM5, Fluo-8 calcium, ACh EC20 PAM; 0% = ACh EC20, 100% = ACh EC100. activation, % at 3 µM. 0.3% of 360,000 active. AID 624038;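 active means activation above the run cutoff, the mean activation of all test compounds plus 3 SD, cut at about 18% in these data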
Target sequence (P08912 whole entry, looked up): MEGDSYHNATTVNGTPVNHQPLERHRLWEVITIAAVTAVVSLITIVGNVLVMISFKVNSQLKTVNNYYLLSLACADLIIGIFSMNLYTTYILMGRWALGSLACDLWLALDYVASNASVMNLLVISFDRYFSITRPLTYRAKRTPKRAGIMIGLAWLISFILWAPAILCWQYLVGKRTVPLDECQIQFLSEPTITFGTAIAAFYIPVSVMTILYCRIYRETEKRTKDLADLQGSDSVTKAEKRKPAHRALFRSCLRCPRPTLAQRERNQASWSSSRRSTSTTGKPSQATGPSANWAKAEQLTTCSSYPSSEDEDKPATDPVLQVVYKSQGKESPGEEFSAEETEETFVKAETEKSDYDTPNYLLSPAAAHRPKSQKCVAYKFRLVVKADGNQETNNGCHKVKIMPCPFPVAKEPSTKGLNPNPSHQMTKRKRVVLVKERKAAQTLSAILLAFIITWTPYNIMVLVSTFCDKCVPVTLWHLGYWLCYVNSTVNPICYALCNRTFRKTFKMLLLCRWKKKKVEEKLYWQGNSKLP
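Assay system: CHO-K1 hM5 cells / Incubation: Fluo-8 loading 80 min at 37 °C plus 30 min room temperature / Technique: Fluo-8 calcium dye fluorescence, kinetic read / Repeats: single replicate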
CHRM4 PAM: CHRM4 positive allosteric modulation; activation, % at 3 µM; 0.4% of 360,000 active; AID 624126; P08173; CHO-K1 hM4/Gqi5, Fluo-8 calcium fluorescence, ACh EC20; 0% = ACh EC20, 100% = maximal ACh;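 active means activation above its plate's cutoff, the mean activation of sample wells plus 3 SD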; further: some results filed as inactive read as strong as hits
M5 ag: agonists of human muscarinic M5 receptor (CHRM5) | 0.19% of 360,000 active | activation, % at 3 µM | AID 624037 | CHO-K1 hM5 cells, Fluo-8 calcium fluorescence; 0% DMSO wells, 100% maximal acetylcholine response | P08912;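 active means activation above the run's mean over test compounds plus 3 SD, cut at about 23% in these data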;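 further: signal is peak over basal fluorescence ratio across the kinetic read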
CRFBP-R2 block: antagonists of CRF-binding protein/CRF-R2 receptor complex; HEK293 CRF-R2/CRF-BP, CRF-induced calcium fluorescence; inhibition, % at 11.8 µM; 0.59% of 350,000 active; AID 588475;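 active means inhibition of the ligand-induced calcium signal above about 50% at the single tested concentration, limit read from the data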
CHRM4 antagonist: CHRM4 antagonism in calcium assay. CHO-hM4 cells, ACh EC80, Fluo-8 calcium fluorescence. inhibition, % at 3 µM. P08173. 0.73% of 360,000 active;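 active means inhibition above its plate's cutoff, the mean inhibition of sample wells plus 3 SD, cut at about 27% in these data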;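 further: 0% = acetylcholine EC80 with DMSO and 100% = DMSO without agonist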
M5 antag: blocks acetylcholine activation of human M5 receptor | CHO-hM5 cells, Fluo-8 calcium fluorescence, ACh EC80 | P08912 | inhibition, % at 3 µM | 0.59% of 360,000 active;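 active means inhibition above a per-plate cutoff, the mean of that plate's test compounds plus 3 SD, cut at about 27% in these data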;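 further: 0% = acetylcholine EC80 with DMSO and 100% = DMSO without agonist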
An asterisk follows results filed as active; nt = no result given; & = joins results of further samples. Outcome played no part in choosing rows; about 2.9% have a hit in one of these screens.

SMILES	IDE inh	CHRM4 agonist	CRFR2-BP ag	CHRM5 PAM	CHRM4 PAM	M5 ag	CRFBP-R2 block	CHRM4 antagonist	M5 antag
O=C(OCC(=O)N1CCN(S(=O)(=O)c2ccc(Cl)cc2)CC1)c1cc(Br)ccc1O	13.0	0.0	9.7	-3.2	1.1	1.8	-8.7	3.9	0.6
CN(C)S(=O)(=O)c1ccc(Cl)c(NC(=O)COC(=O)CCSc2ccccc2)c1	0.6	6.2	-2.0	3.7	1.1	0.7	13.5	-3.0	-9.6
COc1ccc(/C=C/C(=O)NC(=S)NN2CCCCC2c2cccnc2)cc1 (stereo unspecified)	4.6	1.5	0.8	1.2	-0.9	-2.5	2.8	8.3	4.0
CC(O)c1nc2ccc(C(=O)O)cc2[nH]1 (stereo unspecified)	-3.4	0.3	2.3	9.8	8.4	-1.9	16.6	-4.0	-4.3
Cc1nc2sccn2c(=O)c1S(=O)(=O)Nc1ccc(N2CCOCC2)c(Cl)c1	3.2	7.7	8.8	-0.3	4.5	4.1	0.3	-1.2	-1.2
Cc1ccc(-n2nnnc2CNC(=O)c2ccc([N+](=O)[O-])o2)cc1C	-3.6	0.6	-0.5	6.4	2.1	-5.0	0.1	1.4	5.4
CCCN(CC(=O)Nc1cc(C)on1)S(=O)(=O)c1cccc(C(F)(F)F)c1	3.6	-0.5	0.1	7.5	1.4	-2.4	0.0	-6.0	-7.4
CCCS(=O)(=O)NCc1cn2c(C)csc2n1	0.3	0.1	0.3	-2.3	4.3	1.3	15.5	-7.9	-2.0
Cc1cc([N+](=O)[O-])cnc1NC(C)c1ccccc1 (stereo unspecified)	5.3	-1.1	-1.4	3.5	-4.5	-3.0	-7.5	2.0	0.6
O=C(Cc1cccc(NC(=O)C2CCN(C(=O)C3CCC3)CC2)c1)Nc1cccc(C(=O)N2CCCC2)c1	7.3	-1.0	11.6	2.3	18.6	6.9	3.5	-2.9	-5.4
COc1cc(C)c(Cl)cc1S(=O)(=O)NCc1ccco1	3.6	2.1	0.4	-3.4	-1.8	2.9	-5.3	2.9	-1.3
CCn1c(SCc2nc3ccccc3c(=O)[nH]2)nc2ccccc21	-0.9	9.7	-9.3	-5.4	-4.3	5.4	-2.5	-0.5	10.7
O=C1ON=C(c2ccccc2)/C1=C/c1ccco1	12.2	17.2	2.8	-13.9	-11.3	1.9	-11.7	-10.3	13.8
COC(=O)[C@H](CC(C)C)NCc1cccc(CN[C@@H](CC(C)C)C(=O)OC)c1	-1.1	2.7	1.9	-0.7	-3.7	6.3	7.5	5.2	1.6
CCOc1ccc(C(=O)OCC(=O)Nc2nc(OC)cc(OC)n2)cc1OCC	-2.8	0.4	0.7	2.5	3.1	4.3	-3.5	-5.2	-4.5
COC(=O)c1ccccc1NC(=O)c1cc(C)no1	-1.7	0.4	1.7	-6.1	-1.4	-3.8	-8.9	0.7	9.2
Cc1nn(-c2ccccc2)c(Cl)c1C(=O)Nc1ccccc1	0.1	5.7	2.6	-8.6	-5.5	-3.0	7.2	3.8	10.8
COc1ccc(CN2C(=O)C(O)(CC(=O)c3ccc4c(c3)OCO4)c3ccccc32)cc1OC (stereo unspecified)	-5.8	8.7	-0.1	-2.8	0.9	1.6	-9.1	-4.6	-2.5
C=CCOc1c(CNc2ncn[nH]2)cccc1OCC	0.6	0.0	0.4	-2.8	-2.0	3.3	-15.2	9.2	4.5
CCCNC(=O)[C@@H]1CCCN1C(=O)C1CCN(S(=O)(=O)c2ccc(C)cc2)CC1	-3.5	0.7	1.7	0.3	-0.4	-0.8	7.7	2.9	-5.4
CCOC(=O)NC(=O)COC(=O)c1ccc(O)cc1	5.1	0.8	0.5	7.1	-0.3	-2.8	1.6	0.9	5.7
Cc1ccnc(SCC(=O)Nc2oc(-c3ccccc3)c(-c3ccccc3)c2C#N)n1	0.8	1.6	0.9	0.6	9.5	0.5	-5.5	-8.5	-4.7
O=C(OCc1cc(=O)n2cc(Br)ccc2n1)c1ccc(Cl)c(S(=O)(=O)NCc2ccccc2)c1	-0.4	0.3	-0.6	0.1	-0.3	1.7	6.8	1.9	0.1
COc1ccc(C(=O)OCC(=O)c2ccc(C3CCCCC3)cc2)cc1	5.1	0.6	4.9	-2.5	-1.6	-1.1	-5.9	1.3	3.0

The last three entries of the part before are carried over, then new ones follow:
SMILES	IDE inh	CHRM4 agonist	CRFR2-BP ag	CHRM5 PAM	CHRM4 PAM	M5 ag	CRFBP-R2 block	CHRM4 antagonist	M5 antag
Cc1ccnc(SCC(=O)Nc2oc(-c3ccccc3)c(-c3ccccc3)c2C#N)n1	0.8	1.6	0.9	0.6	9.5	0.5	-5.5	-8.5	-4.7
O=C(OCc1cc(=O)n2cc(Br)ccc2n1)c1ccc(Cl)c(S(=O)(=O)NCc2ccccc2)c1	-0.4	0.3	-0.6	0.1	-0.3	1.7	6.8	1.9	0.1
COc1ccc(C(=O)OCC(=O)c2ccc(C3CCCCC3)cc2)cc1	5.1	0.6	4.9	-2.5	-1.6	-1.1	-5.9	1.3	3.0
CCOC(=O)C1=C(C)NC(C)=C(C(=O)OCC)C1C(=O)OCC(=O)NC(C)C	0.7	19.3&13.4	-1.9&0.5	-25.3&-11.3	2.8&-5.1	3.4&4.4	6.7&0.9	-15.0&-0.8	10.0&5.5
Cc1c(C(N)=O)sc2ncn(CCOc3ccccc3)c(=O)c12	3.6	2.2	-1.4	-0.9	-1.7	3.7	8.4	5.9	11.3
O=S(=O)(c1ccccc1)N(CC1CO1)c1cc(Cl)ccc1Cl (stereo unspecified)	0.9	0.9	0.8	4.2	4.0	-3.2	-0.6	-23.0	-1.7
O=C(NCc1ccco1)/C(=C/C=C/c1ccccc1)NC(=O)c1ccco1	3.5	1.4	-1.3	3.0	2.9	-2.9	0.2	0.6	-9.2
CCc1nnc(NC(=O)CSc2nnc(CNc3ccc(F)cc3)n2C2CCCCC2)s1	6.0	1.6	0.3	0.4	4.9	1.6	-13.1	6.3	7.9
COc1cc(/C=C(\C#N)C(N)=O)ccc1OS(=O)(=O)c1ccc(C)cc1	3.7	2.0	0.7	6.1	-5.5	1.8	-4.1	2.6	2.9
COc1cccc(/C=C2\N=C(SC)SC2=O)c1OC	7.0	0.1	-2.2	0.8	2.9	0.5	1.9	1.9	-1.9
Cc1nnsc1C(=O)Nc1ccc(S(=O)(=O)N2CCCCC2)cc1	-1.3	6.4	-0.5	-5.3	-0.2	-2.5	-1.8	-1.8	5.6
COc1ccc(C(=O)Cn2cnc3ccccc3c2=O)cc1	4.1	3.0	-1.7	9.0	7.1	0.2	-20.7	-3.5	-6.7
COc1ccccc1C(=O)Nc1ccnn1C1CCN(C(C)CSC)CC1 (stereo unspecified)	-1.8	6.8	1.1	1.9	1.2	-0.2	-2.3	-3.3	-1.9
Cc1cc(N2CCN(S(=O)(=O)Cc3ccccc3)CC2)n2ncnc2n1	1.4	0.1	0.3	-4.5	7.7	-0.4	10.7	-2.3	9.2
C1=C(CCNc2ncnc3c2[nH]c2ccccc23)CCCC1	34.8*	14.2	34.1	-14.5	-13.2	8.2	-123.6	31.8*	31.9*
Cc1[nH]c2ccccc2c1C(=O)C(=O)N1CC=C(c2ccccc2)CC1	13.4	3.9	5.0	1.5	0.0	-2.6	14.8	-20.5	-9.8
Cc1c(OCC(=O)N2CCC(C(N)=O)CC2)ccc2c3c(c(=O)oc12)CCCC3	1.2	1.1	-1.3	3.2	-7.1	1.4	-9.7	6.4	3.1
Cc1nnc(N(C)C(=O)Cc2ccc3c(c2)OCO3)s1	3.2	0.0	6.4	-2.2	4.0	-1.7	-3.5	-2.1	-3.5
CCn1nc(C)c(C2C(C#N)=C(N)OC3=C2C(=O)CC(C)(C)C3)c1C (stereo unspecified)	5.1	1.2	-1.7	-5.1	2.1	-4.5	-2.1	-2.0	-3.6
COc1ccc(-n2c(COc3cccc(C)c3)nnc2SCC(=O)NCc2ccco2)cc1	-3.1	2.6	-0.1	-1.9	6.0	-4.5	-4.8	-5.1	-6.0
O=C(O)Cc1ccc2[nH]c3ccc(CC(=O)O)cc3c2c1	1.2	0.8	2.3	-7.9	8.6	-2.0	26.4	-1.8	3.8
COCCCNCCOc1ccc(C)cc1[N+](=O)[O-]	-6.0	0.7	1.5	-1.8	6.3	-1.4	4.4	1.2	5.2
CCc1nc(N2CCCC(C)C2)c2oc3ccccc3c2n1 (stereo unspecified)	4.7	-2.2	-0.2	5.5	-3.3	0.8	-20.5	-4.6	-5.0
Cc1cc(C)c(S(=O)(=O)N2CCCCC2)c(C)c1N(C)S(=O)(=O)c1ccccc1	-1.4	5.3	-0.1	-4.0	-7.2	0.9	7.5	4.8	-6.0
Cc1cccc(CC(C)NC(=O)CCc2nnc(CCCCc3ccccc3)o2)n1 (stereo unspecified)	4.4	9.6	3.5	-7.9	-2.3	1.8	9.3	-7.6	6.2
Cc1cc(Br)cn2ccnc12	-0.2	1.0	-0.9	-1.8	-6.4	-0.9	13.4	2.4	3.6
O=S(=O)(Nc1ccc2c(c1)OCCO2)c1ccc2oc3ccccc3c2c1	1.6	7.5	-1.2	-10.6	-1.2	9.2	-23.6	4.1	11.3
Cc1cnc(C(=O)OCC(=O)NC(C)CCc2ccccc2)cn1 (stereo unspecified)	0.4	0.8	1.0	-0.5	-1.7	-0.3	5.6	0.6	-10.5
O=C(CSc1ccc2nnc(CCNC(=O)c3ccccc3)n2n1)NCc1ccccc1	5.7	0.7	1.5	-1.2	3.3	-4.0	4.5	-8.4	1.1
O=C(COC(=O)CCN1C(=O)c2ccccc2C1=O)Nc1ccccc1[N+](=O)[O-]	2.4	1.8	-0.5	9.3	10.2	3.5	3.9	-6.4	-0.4
COc1cccc(C2(O)C(=O)Nc3ccccc32)c1 (stereo unspecified)	-0.5	1.4	0.9	3.1	-3.7	-2.1	-4.9	-2.6	-4.1
CCOc1cc(/C=C2/NC(=O)N(Cc3ccccc3F)C2=O)ccc1O	1.5	1.8	-1.9	0.8	10.4	5.8	-20.3	-14.1	-8.0
Brc1ccc(C2Nc3cccc4cccc(c34)N2)s1	-4.2	1.2	2.2	1.6	1.1	-1.1	30.2	5.8	4.8
Cc1ccc(S(=O)(=O)N2CCN(Cc3cc(=O)n4ccccc4n3)CC2)cc1C	1.9	-0.5	0.3	-0.2	7.8	-5.2	6.0	2.8	11.9
Cc1ccc(/C=C/C(=O)NC2CCS(=O)(=O)C2)cc1 (stereo unspecified)	-1.7	1.5	-1.0	6.8	0.4	0.6	7.6	-2.1	2.5
O=C1Nc2ccccc2C1(O)Cc1ccccn1 (stereo unspecified)	-2.5	0.1	1.9	2.3	7.5	-0.3	-1.9	-2.7	-0.7
Cc1cc(Nc2ccc(Cl)cc2)n2ncnc2n1	nt	-1.0	0.2	11.1	1.5	-3.0	4.2	-9.2	-6.8
Cc1sc(NC(=O)CCC(=O)O)c(C(N)=O)c1-c1ccccc1	5.2	0.5	-0.7	-4.3	-1.0	1.2	4.0	-5.3	2.4

A draw from above in order of formula weight, low to high.
SMILES	IDE inh	CHRM4 agonist	CRFR2-BP ag	CHRM5 PAM	CHRM4 PAM	M5 ag	CRFBP-R2 block	CHRM4 antagonist	M5 antag
Cc1ccc(/C=C/C(=O)NC2CCS(=O)(=O)C2)cc1 (stereo unspecified)	-1.7	1.5	-1.0	6.8	0.4	0.6	7.6	-2.1	2.5
Cc1sc(NC(=O)CCC(=O)O)c(C(N)=O)c1-c1ccccc1	5.2	0.5	-0.7	-4.3	-1.0	1.2	4.0	-5.3	2.4
Cc1ccc(S(=O)(=O)N2CCN(Cc3cc(=O)n4ccccc4n3)CC2)cc1C	1.9	-0.5	0.3	-0.2	7.8	-5.2	6.0	2.8	11.9

Screens deposited in PubChem by several laboratories.
